# Source: PubChem BioAssay
# BAZ2B block – inhibitors of human BAZ2B bromodomain; AID 504333; actives 4.4% (n = 360,000); AlphaScreen BAZ2B-H3K14Ac peptide displacement; Q9UIF8; Potency, µM (top dose mostly 114 µM), without a hit: top-dose activity change, negative = inhibition, most hits filed as inhibitors; also: % is scaled to controls: 0 for no effect and ±100 for the full control effect; nearly all actives have a fitted effect of over 60% in size
# Target sequence (Q9UIF8 whole entry, looked up): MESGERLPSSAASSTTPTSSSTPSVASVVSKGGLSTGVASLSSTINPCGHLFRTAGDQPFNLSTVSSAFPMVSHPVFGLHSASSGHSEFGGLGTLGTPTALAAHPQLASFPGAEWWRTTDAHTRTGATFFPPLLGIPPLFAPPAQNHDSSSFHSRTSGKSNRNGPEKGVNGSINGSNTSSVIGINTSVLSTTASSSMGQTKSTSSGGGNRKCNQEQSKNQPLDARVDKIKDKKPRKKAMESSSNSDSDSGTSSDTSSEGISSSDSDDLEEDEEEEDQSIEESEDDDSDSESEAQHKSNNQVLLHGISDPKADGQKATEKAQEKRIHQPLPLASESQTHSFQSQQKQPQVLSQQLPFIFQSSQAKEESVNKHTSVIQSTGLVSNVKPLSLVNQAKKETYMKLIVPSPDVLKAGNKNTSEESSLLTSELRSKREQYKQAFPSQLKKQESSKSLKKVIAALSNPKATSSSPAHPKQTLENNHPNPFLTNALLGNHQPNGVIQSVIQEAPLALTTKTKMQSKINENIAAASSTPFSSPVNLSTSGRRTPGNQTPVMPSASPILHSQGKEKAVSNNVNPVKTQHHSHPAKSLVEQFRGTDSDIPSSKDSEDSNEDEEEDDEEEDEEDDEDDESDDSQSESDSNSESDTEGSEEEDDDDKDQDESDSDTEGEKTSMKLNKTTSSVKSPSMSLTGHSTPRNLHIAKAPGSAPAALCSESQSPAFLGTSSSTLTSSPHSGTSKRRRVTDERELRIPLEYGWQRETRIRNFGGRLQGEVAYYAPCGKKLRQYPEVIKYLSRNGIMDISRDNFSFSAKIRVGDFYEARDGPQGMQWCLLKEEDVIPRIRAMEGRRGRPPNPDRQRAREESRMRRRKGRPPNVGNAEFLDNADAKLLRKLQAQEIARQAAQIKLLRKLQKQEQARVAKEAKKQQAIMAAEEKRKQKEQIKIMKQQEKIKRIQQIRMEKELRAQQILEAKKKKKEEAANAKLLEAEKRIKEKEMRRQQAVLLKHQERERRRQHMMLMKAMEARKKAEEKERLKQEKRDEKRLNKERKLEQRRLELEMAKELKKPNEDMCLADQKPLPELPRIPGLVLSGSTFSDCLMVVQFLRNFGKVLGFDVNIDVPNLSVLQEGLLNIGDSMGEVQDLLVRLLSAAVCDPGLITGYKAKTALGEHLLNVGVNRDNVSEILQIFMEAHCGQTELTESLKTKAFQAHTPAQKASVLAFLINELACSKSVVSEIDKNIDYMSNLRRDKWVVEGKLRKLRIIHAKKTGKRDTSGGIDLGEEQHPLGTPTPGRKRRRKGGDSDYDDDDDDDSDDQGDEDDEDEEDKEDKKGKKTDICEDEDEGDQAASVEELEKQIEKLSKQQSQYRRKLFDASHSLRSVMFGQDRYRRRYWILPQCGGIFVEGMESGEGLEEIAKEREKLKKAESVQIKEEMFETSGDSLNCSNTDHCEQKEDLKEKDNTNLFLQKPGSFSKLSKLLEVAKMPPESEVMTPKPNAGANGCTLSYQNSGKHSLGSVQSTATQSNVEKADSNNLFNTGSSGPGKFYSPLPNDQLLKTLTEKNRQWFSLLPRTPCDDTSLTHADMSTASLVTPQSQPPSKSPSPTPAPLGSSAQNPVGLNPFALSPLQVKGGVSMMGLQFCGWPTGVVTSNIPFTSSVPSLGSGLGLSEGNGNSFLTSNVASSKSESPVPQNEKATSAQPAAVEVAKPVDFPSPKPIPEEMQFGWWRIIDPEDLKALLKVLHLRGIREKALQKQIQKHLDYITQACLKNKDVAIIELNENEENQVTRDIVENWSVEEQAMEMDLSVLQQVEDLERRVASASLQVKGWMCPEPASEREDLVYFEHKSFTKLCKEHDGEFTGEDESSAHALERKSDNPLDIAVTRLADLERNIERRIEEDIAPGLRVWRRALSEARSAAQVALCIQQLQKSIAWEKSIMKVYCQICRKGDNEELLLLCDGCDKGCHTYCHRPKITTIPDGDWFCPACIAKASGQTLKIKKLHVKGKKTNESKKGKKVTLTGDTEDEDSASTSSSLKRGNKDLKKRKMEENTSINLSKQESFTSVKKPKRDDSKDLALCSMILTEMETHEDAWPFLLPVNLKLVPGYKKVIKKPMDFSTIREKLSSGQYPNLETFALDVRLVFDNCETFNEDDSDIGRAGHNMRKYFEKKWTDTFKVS
#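 Complex of BAZ2B and biotin-H3K14Ac (50 nM apiece) forms over 30 min at RT, then faces library compounds up to 110 uM for another 30 min; AlphaScreen beads added, 20 min dark incubation, luminescence read.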
# HP1b binding inh – blocks HP1-beta chromodomain binding to methylated histone tails; actives 0.56% (n = 390,000); Potency, µM (top dose mostly 114 µM), inactives show at the highest dose activity change, negative = inhibition, hits mostly inhibitors; AID 540317; P83916; AlphaScreen HP1-beta / biotin-H3K9me3 peptide binding; also: nearly all actives have a fitted effect of over 70% in size; inactives centre near 23
#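 AlphaScreen: HP1-beta (50 nM) preformed 30 min with biotin-H3(1-18)K9me3 peptide (50 nM) in PBS pH 7.4, 0.01% Tween-20. Compound added for 30 min at RT, then streptavidin donor/nickel chelate acceptor beads (10 ug/mL) for 30 min.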
# GLS inhibitor – glutaminase GLS (human) inhibition; actives 0.21% (n = 410,000); Potency, µM (top dose mostly 45.5 µM), for the others: at the highest dose activity change, negative = inhibition, hits mostly inhibitors; O94925; GLS enzymatic activity, qHTS titration; also: % is scaled to controls: 0 for no effect and ±100 for the full control effect
#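 Compounds were pin-transferred onto hKGA, after which L-glutamine (1 mM solution) and a detection mix of glutamate oxidase, HRP and Amplex Red were added. Initial and 30 min RT fluorescence reads were collected.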
# JMJD2A Tudor – JMJD2A Tudor domain (human) inhibition; O75164; AlphaScreen JMJD2A-Tudor / H3K4me3 peptide binding; Potency, µM (series often up to 114 µM), inactives show at the top dose activity change, negative = inhibition, hits mostly inhibitors; actives 4.4% (n = 390,000); also: % is scaled to controls: 0 for no effect and ±100 for the full control effect; nearly all actives have a fitted effect of over 50% in size
# POLI inh – blocks human DNA polymerase iota activity; actives 1% (n = 390,000); Q9UNA4; AID 588590; Potency, µM (highest dose often 115 µM), for inactives: at the top dose activity, negative = inhibition, usual class: inhibitors; Pol iota fluorescent replication assay, 10 min
#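 Fluorescent replication assay read twice, at 0 min and 10 min after adding 50 nM (final) substrate. Enzyme (10 nM) and compounds were first incubated 15 min at room temperature; enzyme-free buffer wells were negative controls.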
# G9a block – G9a (human) methyltransferase inhibition; G9a H3K9 monomethylation, AlphaScreen, 2 h; Potency, µM (doses to about 102 µM), for inactives: at the top dose activity, negative = inhibition, hits mostly inhibitors; actives 8.8% (n = 350,000); Q96KQ7; also: % is scaled to controls: 0 for no effect and ±100 for the full control effect; nearly all actives have a fitted effect of over 75% in size
#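 Methyltransferase reactions run at room temperature for 2 h (20 nM enzyme, 500 nM biotin-H3K9 peptide, 20 uM SAM) after a 15 min compound preincubation; product detected by AlphaScreen beads and anti-H3K9me1 antibody.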
# PGK inhibitor – T. brucei PGK inhibition; P07378; PGK/GAPDH coupled, Kinase-Glo luminescence, 60 min; AID 602233; actives 0.043% (n = 380,000); Potency, µM (titrated, usually from 57.5 µM), inactives show top-dose activity change, negative = inhibition, hits mostly inhibitors; also: % is scaled to controls: 0 for no effect and ±100 for the full control effect; nearly all actives have a fitted effect of over 60% in size
#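 Luminescent ATP detection (Kinase-Glo Plus) follows a 60-minute room-temperature incubation, with wells lacking PGK as controls. Buffer: 100 mM TEA (pH 7.6), 5 mM MgCl2, 0.01% Tween-20. Coupling enzyme GAPDH (100 nM final) supplies unstable 1,3-BPG in-well.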
# Pin1 inhibitor – blocks the human prolyl isomerase Pin1. Potency, µM (doses to about 115 µM), inactives show at the top dose activity, negative = inhibition, actives largely listed as inhibitors. AID 504891. Q13526. actives 0.009% (n = 390,000). Pin1 FP peptide displacement, HiFluor488, 10 min; active = well fitted inhibition curve with a large enough effect in the polarisation, with a control signal flat, not every such curve was filed as active; inconclusive = small, poorly fitted or top-dose-only effect, or effect the other way, or a change in a side signal; inactive = no such curve, though single readings can be large or run the other way; the % refers to the polarisation; also: % is scaled to controls: 0 for no effect and ±100 for the full control effect
# BLM helicase inh – blocks DNA unwinding by human BLM helicase | recombinant BLM DNA unwinding, fluorescence dequenching | Potency, µM (highest dose often 56.1 µM), without a hit: at the top dose activity change, negative = inhibition, usual class: inhibitors | P54132 | actives 0.2% (n = 350,000);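 also: plate controls were vehicle for no effect and no enzyme for full effect; nearly all actives have a fitted effect of over 35% in size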
# * hit, by the source's call; i = inactive; ? = inconclusive; . = not tested or not shown; & = joins results of further samples; [ ] = another dose, or the depositor's remark. Unless noted, calls follow the shape of the dose curve; as a rule, active = well fitted curve in the direction sought with a large enough effect; inconclusive = small, poorly fitted or top-dose-only effect, or another doubt; inactive = no such curve, though single readings can be large; an effect the other way counts as inactive or inconclusive. Potency is read from the fitted curve at half-maximal effect.
# Field names: A = BAZ2B block; B = HP1b binding inh; C = GLS inhibitor; D = JMJD2A Tudor; E = POLI inh; F = G9a block; G = PGK inhibitor; H = Pin1 inhibitor; I = BLM helicase inh
O=[N+]([O-])c1ccccc1/C=N\Nc1nccs1
  A: -3%	B: 6%	C: -15%	D: -20%	E: 104%[activator]	F: 19%	G: -11%	H: -13%	I: 0%

O=C(Cc1ccccc1[N+](=O)[O-])NNC(=O)c1ccncc1
  A: 10%	B: 20%	C: 15%	D: 1%	E: ?	F: -3%[2.33 µM]	G: -2%	H: 3%	I: .

O=C(NCCc1ccccn1)c1c(-c2ccsc2)sc2ccccc12
  A: .	B: 30%	C: 6%	D: -5%	E: -12%	F: .	G: 7%	H: -2%	I: .

CCNC(=O)COC(=O)CCNC(=O)c1ccc(Cl)cc1
  A: 7%	B: 39%	C: 2%	D: -7%	E: 19%	F: .	G: -1%	H: -6%	I: -2%

COc1cccc(NC(=O)C2CCC(CNS(=O)(=O)c3cccc4cccnc34)CC2)c1 (stereo not given)
  A: -9%	B: 62%[activator]	C: 9%	D: -21%	E: 31%[activator]	F: -1%	G: -5%	H: -3%	I: -6%

Fc1ccc2nc(-c3ccccc3)nc(SCc3nnc(-c4ccccc4)o3)c2c1
  A: .	B: 19%	C: -3%	D: 5%[57.1 µM]	E: 10%	F: -12%[59 µM]	G: i	H: 0%	I: -8%

CCSc1nccc(-c2nn(-c3ccc(C)cc3)ccc2=O)n1
  A: -1%	B: 52%[activator]	C: -3%	D: 5%	E: -4%	F: 79µM*	G: -7%	H: 4%	I: 0%

Cc1nnc(N2CCN(c3ccccc3)CC2)c2c1nnn2Cc1ccc(F)cc1
  A: -18%	B: 41%[activator]	C: 9%	D: -15%	E: 6%	F: 9%[59 µM]	G: 6%	H: ?	I: -11%

CC[C@@H](C)C(NC(=O)OC(C)(C)C)c1cn([C@@H](CCC(=O)OC(C)(C)C)C(=O)N2CCN(C(=O)OC(C)(C)C)CC2)nn1 (stereo not given in full)
  A: -5%	B: 28%	C: -4%	D: -16%	E: 24%	F: 9%[59 µM]	G: 5%	H: ?	I: -1%

CC(=O)c1cc(F)c(N2CCN(CCC#N)CC2)cc1C
  A: 4%	B: 14%	C: 5%	D: -6%	E: 0%	F: 20%[59 µM]	G: -3%	H: 3%	I: -9%

CCOP1(=O)C=C(C(C)(C)C)OC1c1ccc(F)cc1 (stereo not given)
  A: 1%	B: 18%	C: 7%	D: 0%	E: 6%	F: 6%[12.7 µM]	G: 6%	H: 6%	I: -3%

Cc1cccc(N2CCN(C(=O)Cn3cccc3C(=O)c3ccccc3)CC2)c1C
  A: -31%	B: -1%	C: 2%	D: -35%	E: -7%	F: ?	G: -3%	H: 5%	I: -8%

O=C(Nc1ccc(N2CCOCC2)c(Cl)c1)c1ccc(F)cc1
  A: 2%	B: 40%	C: 1%	D: -4%	E: 32%[activator]	F: -8%[59 µM]	G: -8%	H: -10%	I: -10%

NC(=O)CSc1nnc(-c2cc(-c3cccs3)nc3ccccc23)o1
  A: -3%	B: 18%	C: 5%	D: -8%	E: 7%	F: 7%[59 µM]	G: -3%	H: 3%	I: -4%

Cc1ccc(S(=O)(=O)NNC2=NS(=O)(=O)c3ccccc32)c(C)c1
  A: 5%	B: 15%	C: ?	D: -6%	E: -16%	F: 20%	G: -14%	H: -1%	I: -6%

Cc1ccc(NC(=O)C(Cc2ccccc2)NC(=O)OCc2ccccc2)cc1C (stereo not given)
  A: 0%	B: 19%	C: 12%	D: -8%	E: -1%	F: 19%[59 µM]	G: -5%	H: -1%	I: 1%

COC(=O)c1ccc(CNC(=O)COC(=O)c2ccc(N(C)C)cc2)cc1
  A: 1%	B: 0%	C: 7%	D: -21%	E: 37%[activator]	F: 25%	G: -8%	H: 0%	I: -6%

CCCN(CCC)C(=O)Cc1coc2ccc3ccccc3c12
  A: -4%	B: 34%	C: 0%	D: 7%	E: -10%	F: 50µM*	G: -2%	H: 0%	I: 1%

COc1ccccc1CCC(=O)Nc1ccc2c(c1)CN(Cc1ccc(CO)o1)CC2
  A: -16%	B: 2%	C: -6%	D: -20%	E: 1%	F: .	G: 0%	H: -3%	I: -6%

Cc1nnc(NC(=O)CSc2nc(N)c(NC(=O)c3cccs3)c(=O)[nH]2)s1
  A: -23%	B: 27%	C: 6%	D: -1%	E: 38%[activator]	F: ?	G: 9%	H: 3%	I: 1%

COC(=O)c1cc2c(cc1[N+](=O)[O-])OCO2
  A: -16%	B: 41%[activator]	C: 5%	D: -3%	E: -6%	F: -13%	G: -8%	H: -5%	I: 0%

O=C(Nc1c(C(=O)Nc2cccc(F)c2)oc2ccccc12)c1cc2ccccc2o1
  A: -17%	B: 76%[activator]	C: 4%	D: 9%	E: 65%[activator]	F: 24%[59 µM]	G: 1%	H: 16%	I: -9%

Cc1onc(-c2c(Cl)cccc2Cl)c1C(=O)NCCc1ccc(S(N)(=O)=O)cc1
  A: -2%	B: 7%	C: 14%	D: -21%	E: 19%	F: 22%[59 µM]	G: -1%	H: -2%	I: -6%

CNC(=S)Nc1ccc(-c2nc3ccc(C)cc3s2)cc1
  A: -30%	B: -3%	C: -3%	D: -20%[57.1 µM]	E: 93%[activator]	F: ?	G: 0%	H: 1%	I: -3%

CC(=O)Nc1ccc(S(=O)(=O)NCCC(=O)Nc2cccc(Cl)c2)cc1
  A: 0%	B: 8%	C: -2%	D: -14%	E: 63%[activator]	F: 15%	G: -7%	H: 1%	I: -6%

C=CCn1c(C2CCCCC2)n[nH]c1=S
  A: -21%	B: 20%	C: -2%	D: 5.6µM*	E: 142%[activator]	F: 20µM*	G: 5%	H: -13%	I: -2%

Cc1nc(N2CCN(S(=O)(=O)c3ccc(Br)cc3)CC2)c2c(C)c(C)sc2n1
  A: -23%	B: 33%	C: 5%	D: -16%	E: -11%	F: -45%	G: 2%	H: 22%	I: -6%

Cc1ccc(-n2nc(C)c(C3(O)C(=O)N(C)c4ccccc43)c2N)cc1 (stereo not given)
  A: -1%	B: 35%	C: 21%	D: 7%	E: 9%	F: 3%	G: 0%	H: -6%	I: 1%

CC(C)N(Cc1ccccc1)C(=O)CN1c2cccc3cccc(c23)S1(=O)=O
  A: .	B: 38%[activator]	C: 6%	D: 8%	E: 59%[activator]	F: .	G: -1%	H: 15%	I: .

CC(C)(C)CC(=O)NCc1cccs1
  A: -1%	B: 30%	C: 3%	D: -8%	E: -23%	F: 6%	G: -9%	H: 0%	I: -1%

O=C(Nc1ccccc1C(=O)NC1CCCCC1)c1ccccc1
  A: -3%	B: 40%[activator]	C: 0%	D: 14%	E: 0%	F: ?	G: -1%	H: 7%	I: -2%

CC1(C)C(N(O)C(=O)Nc2ccccc2)N(c2cccc(Cl)c2)C(=O)N1O (stereo not given)
  A: 3%	B: 7%	C: -6%	D: -15%	E: 6%	F: -35%[59 µM]	G: -2%	H: 2%	I: -7%

COc1ccccc1NC(=O)CSc1nc(N)cc(N)n1
  A: -1%	B: 13%	C: 1%	D: -19%	E: 28%	F: -7%[12.7 µM]	G: -10%	H: -6%	I: -1%

O=C(O)CCNc1cc2ccccc2cc1C(=O)O
  A: .	B: -21%	C: 30%[activator]	D: 40µM*	E: -10%	F: ?	G: -6%	H: -9%	I: -1%

Nc1ccc(N(c2ccccc2)c2ccc(N)cc2)cc1
  A: 25µM*	B: 40µM*	C: 14%	D: 16µM*	E: -4%	F: 1.3µM*	G: -1%	H: 2%	I: 1%

COCCNC(=O)C(c1ccc(C)o1)N(C(=O)Cn1nnc2ccccc21)c1ccccc1 (stereo not given)
  A: -5%	B: 26%	C: 3%	D: -6%	E: 32%[activator]	F: .	G: .	H: -7%	I: -5%

COc1ccc(S(=O)(=O)N(C)C[C@H]2Oc3c(NC(=O)NC4CCCCC4)cccc3C(=O)N([C@H](C)CO)C[C@@H]2C)cc1
  A: .	B: 37%	C: -9%	D: -21%	E: -11%	F: .	G: i	H: 0%	I: .

COC(=O)c1ccc(C23CC4(C2)[C@H](CN(Cc2ccc(C(F)(F)F)cc2)[C@@H]4c2ccccc2)C3c2ccccc2)cc1 (stereo not given in full)
  A: -1%	B: 25%	C: 3%	D: -25%	E: -3%	F: 28%[12.7 µM]	G: 0%	H: 40%[activator]	I: -5%&-6%

O=C(Cc1ccccc1)N(c1ccccc1)c1ccccc1
  A: .	B: 54%[activator]	C: -1%	D: 9%	E: 21%	F: .	G: 9%	H: 1%	I: .

O=c1[nH]c(=O)n(-c2ccccc2)c2c1C(C(F)(F)F)(C(F)(F)F)N=C(C1CCCCC1)N2
  A: -2%	B: 4%	C: -9%	D: 89µM*	E: 142%[activator]	F: 23%[59 µM]	G: -5%	H: -7%	I: 1%

# Continued; it opens with the 2 that closed the last part.
# Field names: A = BAZ2B block; B = HP1b binding inh; C = GLS inhibitor; D = JMJD2A Tudor; E = POLI inh; F = G9a block; G = PGK inhibitor; H = Pin1 inhibitor; I = BLM helicase inh
O=C(Cc1ccccc1)N(c1ccccc1)c1ccccc1
  A: .	B: 54%[activator]	C: -1%	D: 9%	E: 21%	F: .	G: 9%	H: 1%	I: .

O=c1[nH]c(=O)n(-c2ccccc2)c2c1C(C(F)(F)F)(C(F)(F)F)N=C(C1CCCCC1)N2
  A: -2%	B: 4%	C: -9%	D: 89µM*	E: 142%[activator]	F: 23%[59 µM]	G: -5%	H: -7%	I: 1%

Cc1cccc(NC(=S)NCCc2ccc(F)cc2)c1C
  A: ?	B: 32%	C: -1%	D: -11%	E: 15%	F: 8%[59 µM]	G: 0%	H: 0%	I: -9%

Cc1cc(C)n2nc(C(=O)OCC(=O)N3CCC3)nc2n1
  A: -1%	B: 9%	C: 4%	D: -13%	E: 107%[activator]	F: -1%	G: 6%	H: 0%	I: -1%

COc1ccccc1C(=O)C1CCCN(C(=O)C2CCCC2)C1 (stereo not given)
  A: -1%	B: 21%	C: 2%	D: -5%	E: 30%	F: .	G: -10%	H: 0%	I: -17%

COc1ccc(S(=O)(=O)N2CCC(C(=O)NCC3CCCO3)CC2)cc1OC (stereo not given)
  A: -1%	B: 20%	C: 6%	D: -11%	E: 109%[activator]	F: 20%	G: i	H: -12%	I: -3%

# An excerpt. The share of hits here may be higher or lower than overall.
